Compound activity from PubChem.
TR SRC2 fluor cs: Total Fluorescence Counterscreen for Inhibitors of the Interaction of Thyroid Hormone Receptor and Steroid Receptor Coregulator 2; TRb/SRC2 Texas Red total fluorescence interference; Potency, µM (series often up to 106 µM), without a hit: at the highest dose fluorescence change, negative = quenching; hit rate 0.29% among 280,000; AID 1479, 2009; active = well fitted curve in either direction with a large enough effect; inconclusive = small, poorly fitted or top-dose-only effect
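Flags fluorescent or light-absorbing compounds by total fluorescence, S + 2P, at 555 nm excitation and 632 nm emission. Mixture: 20 nM Texas Red SRC2 peptide, 0.6 uM human TRb LBD, 1 uM T3, 5% DMSO; compound exposure 5 h at ambient temperature.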
RGS12 GoLoco inh: qHTS Assay for Inhibitors of RGS12 GoLoco Motif Activity (Red Fluorophore); Gai1:RGS12 GoLoco peptide FP, rhodamine, 10 min; Potency, µM (highest dose often 61.6 µM), inactives show top-dose activity, negative = inhibition, hits mostly inhibitors; hit rate 0.44% among 230,000; AID 880, 2007; active = well fitted inhibition curve with a large enough effect, not every such curve was filed as active; inactive = no such curve, though single readings can be large or run the other way; also: nearly all actives have a fitted effect of over 30% in size; many of its hits are not listed in these tables
Target sequence (P63096 whole entry, looked up): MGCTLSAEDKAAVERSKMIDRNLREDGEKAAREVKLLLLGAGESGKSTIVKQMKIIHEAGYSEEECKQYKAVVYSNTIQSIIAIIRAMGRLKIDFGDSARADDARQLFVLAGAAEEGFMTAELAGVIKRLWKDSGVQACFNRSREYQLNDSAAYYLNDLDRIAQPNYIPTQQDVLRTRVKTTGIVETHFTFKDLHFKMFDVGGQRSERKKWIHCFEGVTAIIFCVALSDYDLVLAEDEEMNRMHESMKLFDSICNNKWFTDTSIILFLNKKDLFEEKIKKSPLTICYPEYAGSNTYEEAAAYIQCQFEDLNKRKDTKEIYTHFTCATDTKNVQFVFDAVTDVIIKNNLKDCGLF
TRb SRC2 PPI: qHTS for Inhibitors of the Interaction of Thyroid Hormone Receptor and Steroid Receptor Coregulator 2. Thyroid hormone receptor beta (Homo sapiens), P10828. TRbeta-SRC2 peptide binding, fluorescence polarization; receptor liganded with 1 µM T3. Potency, µM (titrated, usually from 106 µM), for the others: at the top dose activity change, negative = inhibition, hits mostly inhibitors. hit rate 0.065% among 280,000;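 also: plate controls were bound peptide for no effect and peptide without receptor for full effect; nearly all actives have a fitted effect of over 50% in size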
Target sequence (P10828 whole entry, looked up): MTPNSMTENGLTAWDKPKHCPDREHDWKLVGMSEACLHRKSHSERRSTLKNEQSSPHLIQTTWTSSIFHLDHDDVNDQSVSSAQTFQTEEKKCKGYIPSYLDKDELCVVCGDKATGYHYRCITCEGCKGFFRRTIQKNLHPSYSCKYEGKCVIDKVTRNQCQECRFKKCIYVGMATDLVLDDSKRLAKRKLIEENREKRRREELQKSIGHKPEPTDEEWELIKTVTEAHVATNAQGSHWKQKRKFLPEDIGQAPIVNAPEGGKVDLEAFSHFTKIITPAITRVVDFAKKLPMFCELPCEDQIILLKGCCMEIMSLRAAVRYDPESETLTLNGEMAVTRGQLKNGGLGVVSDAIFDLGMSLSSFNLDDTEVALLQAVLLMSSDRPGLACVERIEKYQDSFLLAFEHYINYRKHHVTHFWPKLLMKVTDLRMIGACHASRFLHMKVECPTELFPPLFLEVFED
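A fluorescence polarization screen tested compounds at multiple concentrations against complex formation between 0.6 uM TRb ligand-binding domain and 20 nM Texas Red SRC2 peptide, with 1 uM T3 present; readout after 5 hr.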
L3MBTL1 inh: qHTS Assay for the Inhibitors of L3MBTL1; AlphaScreen L3MBTL1–H3K9me1 peptide binding; Potency, µM (top dose mostly 57.1 µM), for the others: at the highest dose activity, negative = inhibition, most hits filed as inhibitors; hit rate 0.66% among 230,000; AID 485360, 2010; also: nearly all actives have a fitted effect of over 60% in size
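AlphaScreen proximity signal between nickel-chelate acceptor and streptavidin donor beads (final 10 ug/mL) reports binding of 50 nM L3MBTL1 to 75 nM biotin-H3 K9me1 peptide; complex incubated with compounds 30 min at room temperature; cefsulodin titration as control.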
GAA glycogen: qHTS Assay for Inhibitors and Activators of Human alpha-Glucosidase Cleavage of Glycogen | Lysosomal alpha-glucosidase (Homo sapiens), P10253 | recombinant GAA, glycogen substrate, Amplex Red glucose oxidase fluorescence | Potency, µM (titrated, usually from 76.4 µM), for inactives: top-dose activity change, negative = inhibition, usual class: inhibitors | hit rate 0.38% among 300,000 | AID 2100, 2009;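 also: 0% = full enzyme reaction and -100% = no-enzyme basal signal; the screen sought inhibitors and activators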
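Natural-substrate format: glycogen cleavage by 4 nM human enzyme, glucose read by Amplex Red coupling (Ex 573, Em 610 nm). Normalized to enzyme and no-enzyme controls.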
GAA spleen mod: qHTS Assay for Inhibitors and Activators of Human alpha-Glucosidase From Spleen Homogenate; Lysosomal alpha-glucosidase (Homo sapiens), P10253; human spleen homogenate, 4-MU-alpha-glucoside fluorescence; Potency, µM (doses to about 79.9 µM), for the others: top-dose activity change, negative = inhibition, usual class: inhibitors; hit rate 0.006% among 240,000; AID 2112, 2009;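 also: 0% = enzyme with vehicle and -100% = no enzyme basal signal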
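Human spleen homogenate (1 ug) incubated with compounds and 1 mM 4-methylumbelliferyl-alpha-D-glucopyranoside in pH 5.0 citrate/phosphate buffer, 37 C, 40 min. Stopped at pH 10; 4-MU fluorescence (Ex 365/Em 440 nm); AC50 by Hill fit.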
GAA inh: qHTS Assay for Inhibitors of Human alpha-Glucosidase as a Potential Chaperone Treatment of Pompe Disease. Lysosomal alpha-glucosidase (Homo sapiens), P10253. purified human GAA, 4-MU-alpha-glucoside fluorescence. Potency, µM (titrated, usually from 76.9 µM), for inactives: at the top dose activity change, negative = inhibition, most hits filed as inhibitors. hit rate 0.005% among 200,000;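 also: plate controls were uninhibited enzyme wells for no effect and no-enzyme background for full effect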
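Enzyme (4 nM final) mixed with compound (up to 77 uM), then 4-MU-alpha-D-pyranoside (400 uM final) added; 20 min at room temperature, pH 5.0. Reaction stopped at pH 10, fluorescence read, AC50 derived by Hill fit.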
RECQ1 inh: qHTS Assay for Inhibitors of RecQ-Like Dna Helicase 1 (RECQ1). ATP-dependent DNA helicase Q1 (Homo sapiens), P46063. RECQ1 DNA unwinding, red fluorescence kinetic read. Potency, µM (highest dose often 57.3 µM), for inactives: at the highest dose activity, negative = inhibition, hits mostly inhibitors. hit rate 0.54% among 240,000. AID 2549, 2010;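 also: plate controls were vehicle for no effect and no enzyme for full effect; nearly all actives have a fitted effect of over 30% in size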
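50 nM RECQ1T1 preincubated 15 min with compound in Tris pH 8.0 buffer with MgCl2, DTT, Tween-20 and 2.5 ug/ml poly(dI-dC); started with 200 nM TAMRA/BHQ-2 forked duplex and 2 mM ATP. Unwinding read as fluorescence (525/598 nm), two reads 2 h apart.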
Numbers without * were called inactive; i = inactive; ? = inconclusive; / = no result given; [ ] = dose if it differs, or a comment. Unless noted, calls follow the shape of the dose curve; as a rule, active = well fitted curve in the direction sought with a large enough effect; inconclusive = small, poorly fitted or top-dose-only effect, or another doubt; inactive = no such curve, though single readings can be large; an effect the other way counts as inactive or inconclusive. Unless noted, % is scaled to controls: 0 for no effect and ±100 for the full control effect; potency is read from the fitted curve at half-maximal effect. Only part of the results is shown; count on the stated rates, not on these rows.

SMILES	TR SRC2 fluor cs	RGS12 GoLoco inh	TRb SRC2 PPI	L3MBTL1 inh	GAA glycogen	GAA spleen mod	GAA inh	RECQ1 inh
CCOc1ccc(Cl)cc1CSc1ncn[nH]1	-1%	8%	7%	3%	13%	-6%	-8%	-7%
COC(=O)c1ccc(C2C(C#N)=C(N)Oc3cc(C)n(C)c(=O)c32)cc1 (centres undefined)	-1%	12%	-1%	/	-8%	-8%	-13%	-3%
COc1ccnc(CSC(N)=Nc2cccc(C(F)(F)F)c2)c1	5%	-4%	0%	?	-7%	-1%	0%	-15%
COc1ccccc1N1C(=O)CCC1(C#N)c1ccccc1 (centres undefined)	-2%	7%	-11%	/	6%	1%	6%	8%
CC(=O)Nc1ccn(C2CC3OCC(NC(=O)C4CCCN4C(=O)OC(C)(C)C)C3O2)c(=O)n1 (centres undefined)	-1%	/	7%	/	/	-5%	/	i
O=C(NCCCn1ccnc1)c1cc([N+](=O)[O-])cc([N+](=O)[O-])c1	0%	4%	0%	2%	10%	-11%	-1%	-3%
COC(=O)c1ccc(/C=N/OCC(=O)NCc2ccc(F)cc2)cc1	-1%	8%	-3%	2%	1%	-2%	3%	-5%
CC1(C)CC(C(CC(=O)O)c2ccccc2)CCO1 (centres undefined)	1%	8%	-13%	-5%	0%	-7%	-9%	-10%
Cc1ccccc1OCC(=O)N/N=C/c1cn(C)c2ccccc12	0%	1%	0%	/	3%	3%	/	-3%
Cn1c(=O)c(C(=O)CSc2nncs2)c(N)n(Cc2ccccc2)c1=O	0%	1%	1%	10%	2%	-4%	-9%	-4%
COC(=O)C1=C(N)N(c2ccccc2C(F)(F)F)C2=C(C(=O)CCC2)C1c1ccc2c(c1)OCO2 (centres undefined)	-5%	9%	-3%	-2%	0%	-3%	?	-11%
Cc1c(NC(=O)c2ccco2)cccc1C(=O)NN1C(=O)c2ccccc2C1=O	0%	7%	0%	0%	8%	5%	-2%	i
CCOc1ccc(-c2cc(N)n(S(=O)(=O)c3ccc(OC)c(OC)c3)n2)cc1	0%	-10%	2%	/	-8%	1%	-8%	-16%
CN1CCN(C(=S)c2cn(Cc3ccccc3)c3ccccc23)CC1	-4%	0%	6%	/	5%	3%	-12%	i
CC1CCC(NC(=O)Cn2c(=O)[nH]c3ccsc3c2=O)CC1 (centres undefined)	0%	0%	7%	1%	-8%	0%	-1%	-1%
O=C(N1CCOCC1)N1CCN(c2nc(-c3ccc(F)cc3)cs2)CC1	-4%	-1%	5%	/	-2%	4%	-5%	-15%
CC(C)CCn1c(Sc2nc3ccccc3s2)nc2c1c(=O)[nH]c(=O)n2C	-1%	/	5%	1%	14%	4%	5%	-2%
CCOc1ccc(S(=O)(=O)c2c(C(=O)c3ccc(C)cc3)cnc3cc4c(cc23)OCCO4)cc1	-7%	0%	-5%	16%	-3%	2%	2%	-12%
Cc1nc(-c2cccc(S(=O)(=O)N3CCCCC3)c2)cs1	2%	7%	-5%	11%	-6%	-2%	/	-3%
CCN(CC)C(=O)CSc1nc2ccccc2c(=O)n1OC(C)C	0%	-2%	0%	/	6%	2%	2%	13%
CC(SC#N)C(=O)C12CC3CC(CC(C3)C1)C2 (centres undefined)	7%	5%	3%	/	-7%	-1%	1%	0%
CCOc1ccc(NC(=S)NC2CC3CCC(C2)N3Cc2ccco2)cc1 (centres undefined)	0%	7%	-9%	-5%	-20%	-1%	-11%	i
Cc1c(C(=O)Nc2ccc3c(c2)OCCO3)sc2nc(-c3ccccc3)cn12	-2%	0%	1%	?	-4%	-7%	-3%	-12%
CCOC(=O)c1c(CN2CCN(CCO)CC2)n(C)c2cc(Br)c(OC)cc12	1%	5%	-4%	5%	-13%	-1%	-2%	-4%
O=c1c2ccccc2oc2nc3ccn(Cc4ccncc4)c(=O)c3cc12	-1%	-8%	-14%	1%	-9%	4%	-1%	0%

4 structures out of the list, arranged by count of non-hydrogen atoms, high to low.
SMILES	TR SRC2 fluor cs	RGS12 GoLoco inh	TRb SRC2 PPI	L3MBTL1 inh	GAA glycogen	GAA spleen mod	GAA inh	RECQ1 inh
COC(=O)c1ccc(C2C(C#N)=C(N)Oc3cc(C)n(C)c(=O)c32)cc1 (centres undefined)	-1%	12%	-1%	/	-8%	-8%	-13%	-3%
COc1ccnc(CSC(N)=Nc2cccc(C(F)(F)F)c2)c1	5%	-4%	0%	?	-7%	-1%	0%	-15%
Cc1nc(-c2cccc(S(=O)(=O)N3CCCCC3)c2)cs1	2%	7%	-5%	11%	-6%	-2%	/	-3%
CC1(C)CC(C(CC(=O)O)c2ccccc2)CCO1 (centres undefined)	1%	8%	-13%	-5%	0%	-7%	-9%	-10%

(listing goes on)
SMILES	TR SRC2 fluor cs	RGS12 GoLoco inh	TRb SRC2 PPI	L3MBTL1 inh	GAA glycogen	GAA spleen mod	GAA inh	RECQ1 inh
Clc1ccccc1-c1csc(Nc2cccnc2)n1	-1%	4%	-10%	33%[activator]	9%	-5%	2%	-14%
CCc1c(C)nc(N)c(C#N)c1-c1ccccc1	-2%	7%	4%	9%	6%	2%	?	17%
CCOC(=O)N1CCC(n2c(=S)[nH]c3cc(OCC)c(OCC)cc3c2=O)CC1	-4%	9%	-2%	-6%[11.4 µM]	2%	11%	-1%	-2%
N#CC(c1ccccn1)c1ncc(C(F)(F)F)cc1Cl (centres undefined)	3%	8%	2%	3%	-13%	0%	-26%	25%
O=C1c2ccccc2NC(c2ccco2)N1NS(=O)(=O)c1ccccc1 (centres undefined)	-1%	2%	3%	/	1%	-18%	?	-1%
Cc1ccccc1C(=O)NN(C)c1nc2ccccc2nc1C(F)(F)F	-1%	-4%	-3%	-1%	18%	-10%	-3%	-4%
Cc1noc(C)c1-c1ccc2ncnc(NC(C)c3ccco3)c2c1 (centres undefined)	0%	/	-4%	-1%	/	3%	/	3%
Nc1ncnc2c1ncn2[C@H]1C[C@H](O)[C@@H](COP(=O)(O)O)O1	0%	0%	-1%	-2%	5%	1%	0%[15.4 µM]	-3%
Cc1ccccc1OCc1nc2ccc(S(=O)(=O)N3CCOCC3)cc2[nH]1	1%	4%	-10%	/	0%	-5%	-3%	-2%
Cc1onc(-c2c(Cl)cccc2Cl)c1C(=O)N1CCN(c2ccccc2)CC1	-1%	8%	8%	-13%	8%	0%	13%	3%
COc1cc2c(c(OC)c1OC)-c1ccc(OC)c(=O)cc1[C@@H](NC=O)CC2	3%	/	-5%	/	/	-8%	/	-12%
CCc1ccccc1NC(=O)CSc1nnc(Cn2nnc3ccccc32)n1C	-3%	-4%	-11%	6%	5%	3%	5%	-5%
CCCCNC(=S)Nc1ccccc1F	-1%	6%	-2%	9%	-2%	-14%	-6%	-10%
Cn1sc(NC(=O)c2ccccc2)nc1=O	1%	-5%	-8%	-2%	9%	0%	3%	i
Cc1cc(N2CCN(C3CCCC3)CC2)n2ncc(-c3ccccc3)c2n1	-1%	5%	-8%	7%	8%	1%	1%	9%
O=C(NCc1ccco1)Nc1ccc(Br)cc1Cl	2%	6%	7%	3%	7%	-1%	-7%	-1%
O=C1Nc2ccccc2C1(O)c1ccccc1 (centres undefined)	-2%	4%	0%	-15%	3%	/	-5%	-5%
O=S1(=O)C=CC(Nc2cccc(Cl)c2)C1 (centres undefined)	1%	5%	-11%	5%	2%	-2%	0%	-2%
CC(c1cccs1)N(C(=O)Nc1ccccc1)C1CCCCC1 (centres undefined)	-1%	-1%	4%	-1%	-12%	0%	-5%	-33%
N/C(=N\OC(=O)CCC1CCCC1)c1ccc([N+](=O)[O-])cc1	-1%	-7%	7%	-5%	6%	-16%	-3%	i
Cn1c(OCc2cccnc2)nc2c1c(=O)n(Cc1ccc(Br)cc1)c(=O)n2C	-1%	-5%	1%	2%	2%	7%	3%	-4%
CSc1cc(C)n(-c2ccccc2)c(=S)c1C(C)=O	0%	2%	-18%	/	7%	-25%	-4%	i
CN(CCC#N)C(=O)COC(=O)c1ccc(CNS(=O)(=O)c2ccc(F)c(Cl)c2)cc1	6%	-3%	-1%	5%	-4%	1%	?	-4%
COc1ccc(C2CCCN2C(=S)Nc2ccccc2C)cc1OC (centres undefined)	-2%	-1%	0%	/	0%	2%	1%	-1%
FC(F)Sc1nc2ccccc2[nH]1	-1%	3%	1%	-2%	2%	-5%	/	0%

More results follow:
SMILES	TR SRC2 fluor cs	RGS12 GoLoco inh	TRb SRC2 PPI	L3MBTL1 inh	GAA glycogen	GAA spleen mod	GAA inh	RECQ1 inh
CCCn1c(=O)c(/C(N)=N/O)nn(-c2cccc(C(F)(F)F)c2)c1=O	-4%	-11%	-10%	-3%	2%	-8%	-1%	11%
CCc1ccc(NC(=S)N(Cc2ccccc2)Cc2ccccn2)cc1	4%	215%[activator]	4%	1%	-22%	6%	8%	-14%
CCn1cc(C(C)NC(=O)COc2ccc(Cl)cc2C)c(C)n1 (centres undefined)	-4%	4%	0%	4%	3%	-1%	-10%	14%
Cc1ccc2cccc(OCc3ccccc3)c2n1	1%	6%	-2%	8%	3%	-4%	/	13%
CCCn1c(C)cc(/C=C(\C#N)C(=O)O)c1C	-4%	/	0%	-8%	18%	-8%	-8%	0%
CC(=O)Oc1cc2cccc(OC(C)=O)c(=O)c2c(OC(C)=O)c1OC(C)=O	-13%	-6%	1%	0.35µM*	?	-2%	-6%	3.2µM*
